Screening results from PubChem BioAssay.
PrPC surface inh = inhibitors of human cell surface prion protein PrPC; inhibition, % at 13.8 µM; hit rate 0.43% among 370,000; TR-FRET read-out; P04156; in the data active means inhibition above about 24%; further: 0% = median of the test wells and 100% = reference compound wells
Yp Topo-I inh = Y. pestis Topo-I inhibition via cleavage products | Y. pestis Topo-I cleavage product accumulation, plate reader | activity, % at 10 µM | hit rate 0.064% among 360,000 | AID 504884; in the data active means activity above about 50%, passing the limit was not always enough; further: inactives centre near 2
CCHF vOTU inh = CCHFV vOTU protease inhibition; hit rate 0.55% among 370,000; Pep-AMC fluorescence; inhibition, % at 11.5 µM; in the data active means inhibition above about 30%; further: 0% = vehicle wells with enzyme and 100% = no enzyme wells
BH1578 lux ind = quorum light induction in luxS cqsA deficient V. cholerae. V. cholerae BH1578 lux reporter, luminescence, 6 h. activation, % at 18.7 µM. hit rate 0.16% among 350,000. AID 588436; in the data active means activation mostly above about 9.7%, no sharp cut-off; further: not every result past the cut was called active; inactives centre near 0; reference of the scale not given here
PriA SSB inh = blocks PriA binding to SSB C-terminal tail; AlphaScreen SSBct-PriA binding, biotinylated peptide; inhibition, % at 33 µM; hit rate 0.6% among 430,000; AID 1272365; in the data active means inhibition mostly above about 37%, no sharp cut-off; inactive means mostly below about 20%;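 further: plate controls were negative control peptide for no effect and reference peptide for full effect; strong numbers were not always called active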
DUSP3 inh = inhibitors of human VHR1 phosphatase (DUSP3) | inhibition, % at 13.3 µM | hit rate 0.52% among 290,000 | P51452 | AID 1654 | recombinant VHR phosphatase, pNPP absorbance; in the data active means inhibition above about 50%; further: some compounds called inactive have numbers as strong as hits
Target sequence (P51452 whole entry, looked up): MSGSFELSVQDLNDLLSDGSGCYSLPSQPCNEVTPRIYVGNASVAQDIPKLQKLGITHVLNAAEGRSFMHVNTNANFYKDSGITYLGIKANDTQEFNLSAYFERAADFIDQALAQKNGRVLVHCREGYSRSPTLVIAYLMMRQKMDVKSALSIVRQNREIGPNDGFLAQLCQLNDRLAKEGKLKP
MazEF act = activators of E. coli MazEF toxin-antitoxin RNase. P0AE70. FAM/BHQ RNA-DNA oligo cleavage fluorescence, 5 h. activation, % at 20 µM. hit rate 0.32% among 350,000; in the data active means activation above about 50%
Target sequence (P0AE70 whole entry, looked up): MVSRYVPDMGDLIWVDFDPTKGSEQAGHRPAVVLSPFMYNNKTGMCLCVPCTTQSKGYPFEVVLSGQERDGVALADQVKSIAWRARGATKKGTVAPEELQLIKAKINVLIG
Rv3671c protease = inhibitors of M. tuberculosis serine protease Rv3671c; inhibition, % at 5.96 µM; hit rate 0.048% among 320,000; in the data active means inhibition above about 38%;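 further: extracellular domain of Rv3671c used as enzyme; 0% = enzyme with DMSO and 100% = no enzyme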
Target sequence (P9WHR9 whole entry, looked up, the tested form may be a part): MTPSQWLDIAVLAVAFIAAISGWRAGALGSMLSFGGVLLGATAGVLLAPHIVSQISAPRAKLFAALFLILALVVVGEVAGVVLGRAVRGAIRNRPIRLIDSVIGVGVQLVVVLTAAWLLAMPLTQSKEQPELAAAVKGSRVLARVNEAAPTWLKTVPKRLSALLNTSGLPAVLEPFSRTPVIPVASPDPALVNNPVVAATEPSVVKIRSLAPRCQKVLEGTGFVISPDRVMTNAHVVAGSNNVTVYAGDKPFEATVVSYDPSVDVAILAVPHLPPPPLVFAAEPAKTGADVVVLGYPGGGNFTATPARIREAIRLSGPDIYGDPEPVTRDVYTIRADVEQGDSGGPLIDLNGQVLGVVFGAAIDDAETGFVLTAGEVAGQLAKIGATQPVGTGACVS
TcdB GH inh = inhibitors of Clostridioides difficile toxin B glycohydrolase | inhibition, % at 9.99 µM | hit rate 0.24% among 350,000 | TcdB glycohydrolase enzymatic assay, plate reader | P18177; in the data active means inhibition above about 10%
SARS 3CLpro inh = SARS-CoV 3CLpro protease inhibition. inhibition, % at 6 µM. AID 1706. recombinant SARS-CoV 3CLpro, quenched FRET peptide cleavage. hit rate 0.14% among 290,000; in the data active means inhibition above about 12%
* marks the source's active call; other numbers are inactive results; i = inactive; x = no result given. Not all compounds are listed. The share of hits here may be higher or lower than overall.

nr	canonical_smiles	PrPC surface inh	Yp Topo-I inh	CCHF vOTU inh	BH1578 lux ind	PriA SSB inh
1	Cc1cc(C(F)F)n2ncc(C(=O)NCc3ccc(F)cc3)c2n1	6	-2	27	0.3	-13
2	COc1ccc(CC(=O)N(Cc2ccccc2)c2ccc(C)cc2)cc1OC	1	19	7	-1.0	-6
3	Cc1[nH]c(=O)c(C#N)cc1-c1ccccc1	0	6	-9	-0.5	-17
4	Cc1ccc(S(=O)(=O)Nc2ccccc2C(=O)N2CCCCC2)cc1	3	-4	9	i	-11
5	NC(=O)COC(=O)c1c2c(nc3ccccc13)CCCCC2	1	6	7	i	-6
6	COc1ccc(Oc2nc(-c3ccccn3)nc3ccccc23)cc1	5	0	4	i	0
7	COc1ccc([N+](=O)[O-])cc1NC(=O)c1ccc(-n2nc(C)cc2C)cc1	-12	1	-7	-1.2	3
8	Cc1cccc(OCCCn2c(CO)nc3ccccc32)c1	4	6	3	i	-1
9	COc1cccc(-c2csc(/C(C#N)=C/Nc3cc4oc5ccccc5c4cc3OC)n2)c1	-2	5	-2	i	13
10	C=CCC(CC=C)(NC(=O)c1ccccc1C(=O)O)c1ccccc1	-3	1	-3	-1.0	-4
11	Cc1nnc(-c2ccc(Oc3ccc(Br)cc3)c([N+](=O)[O-])c2)o1	-7	-1	-1	-0.3	-10
12	N#Cc1ccc(COC(=O)c2cc(=O)c3ccccc3o2)cc1	5	23	6	-0.3	0

nr	DUSP3 inh	MazEF act	Rv3671c protease	TcdB GH inh	SARS 3CLpro inh
1	17	6	11	-0.8	4
2	-3	6	2	2.0	3
3	2	5	5	x	2
4	9	-5	3	3.0	2
5	-2	12	4	0.4	5
6	20	4	-6	1.3	9
7	10	5	-9	0.5	3
8	-1	-1	-12	2.6	-4
9	-5	-66	-2	-0.8	0
10	-2	-1	-7	x	-1
11	3	-3	-11	-0.8	-8
12	1	6	-5	-0.6	-2

Later entries:
nr	canonical_smiles	PrPC surface inh	Yp Topo-I inh	CCHF vOTU inh	BH1578 lux ind	PriA SSB inh
13	CCOC(=O)C1CCN(S(=O)(=O)c2cccc(-c3csc(C)n3)c2)CC1	2	19	2	i	-3
14	CC(C)NCC(=O)NC12CC3CC(CC(C3)C1)C2	5	-1	5	1.1	3
15	Cc1cc(N2CCCCC2)nc2ccc(NC(=O)c3ccc(Br)o3)cc12	-8	-8	-2	3.8	-17
16	Cc1ccc2nc3n(c(=O)c2c1)-c1cc(Cl)ccc1C(=O)NC3Cc1ccccc1 (stereo unspecified)	-7	x	3	x	x
17	Cc1nn(-c2ccccc2)c(N)c1N=Nc1ccc2ccccc2c1	2	4	-9	-8.3	-9
18	CC(Oc1ccccc1Cl)C(=O)Nc1ccccc1C(=O)N1CCOCC1 (stereo unspecified)	-1	8	-1	i	-6
19	O=C(C1=NOC(CNc2ncc(C(F)(F)F)cc2Cl)C1)N1CCOCC1 (stereo unspecified)	-7	4	-2	-0.3	0
20	Cc1nn(CCC#N)c2nc(C(F)(F)F)[nH]c(=O)c12	-1	-10	13	x	-1
21	O=C(NCc1ccccc1)C(c1ccc(F)cc1)N(Cc1ccc2c(c1)OCO2)C(=O)Cn1nnc(-c2cccs2)n1 (stereo unspecified)	-8	37	9	-0.6	-3
22	CC(=O)Oc1ccc2c(c1)C(=O)c1ccccc1C2=O	-79	-8	20	-0.8	-11
23	CCc1cccc(NC(=O)CN(C)S(=O)(=O)c2cnc[nH]2)c1	3	10	-8	0.6	-4
24	O=C(NC1CCN(C(=S)NCCc2ccccc2)CC1)C1CC1	-7	3	-22	-0.4	-3

nr	DUSP3 inh	MazEF act	Rv3671c protease	TcdB GH inh	SARS 3CLpro inh
13	-16	0	-4	x	0
14	17	1	2	x	-3
15	33	2	1	x	0
16	x	x	-6	-2.4	x
17	-8	-14	8	x	7
18	6	0	13	0.9	3
19	-10	6	-7	2.4	-1
20	3	5	-6	x	-4
21	13	4	-5	x	1
22	83	5	-7	0.8	-1
23	24	13	-4	x	-4
24	30	4	0	1.3	5

By substructure, those above containing a nitro group on carbon.
nr	canonical_smiles	PrPC surface inh	Yp Topo-I inh	CCHF vOTU inh	BH1578 lux ind	PriA SSB inh
7	COc1ccc([N+](=O)[O-])cc1NC(=O)c1ccc(-n2nc(C)cc2C)cc1	-12	1	-7	-1.2	3
11	Cc1nnc(-c2ccc(Oc3ccc(Br)cc3)c([N+](=O)[O-])c2)o1	-7	-1	-1	-0.3	-10

nr	DUSP3 inh	MazEF act	Rv3671c protease	TcdB GH inh	SARS 3CLpro inh
7	10	5	-9	0.5	3
11	3	-3	-11	-0.8	-8

Additional results.
nr	canonical_smiles	PrPC surface inh	Yp Topo-I inh	CCHF vOTU inh	BH1578 lux ind	PriA SSB inh
25	CCn1c(CC(=O)Nc2ccc(Cl)c(Cl)c2)nnc1SCc1ccc(C)cc1	2	4	-4	-0.7	-14
26	Oc1c(C(c2cccs2)N2CCC3(CC2)OCCO3)sc2ncnn12 (stereo unspecified)	-7	0	13	-0.3	2
27	CC(C)NC(=O)c1ccc2c(c1)S(=O)(=O)c1ccccc1C2=O	-64	-2	-2	i	-6
28	O=C(C1COc2ccccc2O1)N1CCN(S(=O)(=O)c2ccccc2)CC1 (stereo unspecified)	4	9	-3	-0.5	1
29	COc1cccc(OC)c1OCCOc1ccc(C(=O)c2ccccc2)cc1	-1	42	9	-0.2	-44
30	COc1ccc2c(c1OC)C(=O)N1N=C(c3ccc(-c4ccccc4)cc3)CC21 (stereo unspecified)	5	-2	0	-0.4	-13
31	CCCN1CCC[C@@H]2Cc3nc(N)ncc3C[C@H]21	-7	x	-8	x	-8
32	CC(C)NS(=O)(=O)c1ccc(Br)c(C(=O)OC(C)C(=O)NC2CCCCC2C)c1 (stereo unspecified)	19	17	19	-1.4	2
33	O=C(O)CC(NC(=O)C(c1ccccc1)c1ccccc1)c1ccco1 (stereo unspecified)	-1	-7	6	i	-18
34	COc1ccc(N2CCN(C(=O)C3CCN(S(=O)(=O)N4CCOCC4)CC3)CC2)cc1	3	-1	2	i	0
35	CN1C(=O)/C(=C/c2cc3c(cc2Br)OCO3)NC1=S	6	-2	1	-1.8	-3
36	CC(=O)c1c(C)[nH]c(C(=O)Nc2cccc3ccccc23)c1C	-6	4	1	0.0	7

nr	DUSP3 inh	MazEF act	Rv3671c protease	TcdB GH inh	SARS 3CLpro inh
25	-18	-20	-19	x	-2
26	27	-1	3	1.6	-1
27	22	-1	-4	x	3
28	2	3	-4	1.5	1
29	-10	-7	-10	1.1	8
30	5	1	0	2.9	8
31	x	6	5	-0.2	x
32	x	4	4	3.9	x
33	-2	6	2	x	-8
34	29	1	x	x	0
35	-6	-3	-12	0.0	-1
36	2	13	-11	-0.9	0

Other records
nr	canonical_smiles	PrPC surface inh	Yp Topo-I inh	CCHF vOTU inh	BH1578 lux ind	PriA SSB inh
37	O=[N+]([O-])c1cc(S(=O)(=O)C(F)(F)F)ccc1N1CCN(c2ccccc2)CC1	-2	5	-1	-0.2	47*
38	CN(C)C(=O)CCc1ccc2c3c([nH]c2c1)[C@]1(C)[C@@H](C(=O)N2CCOCC2)C[C@H](CC(=O)NCCN2CCOCC2)C(=O)N1CC3	-5	-6	-10	1.1	-7
39	COC(=O)c1ccc(NC(=S)NC2CCc3ccccc32)cc1 (stereo unspecified)	9	-10	-3	0.5	-24
40	Fc1ccccc1Nc1nc(Cl)nc(Cl)n1	-5	3	-12	-2.1	-1
41	CCS(=O)(=O)c1ccc2c(c1)N(S(C)(=O)=O)CC(C(=O)NC1CC1)O2 (stereo unspecified)	-9	2	-15	8.9	0
42	O=c1c(Cl)c(Cl)cnn1Cc1nnc(-c2ccccc2Br)o1	-10	12	1	-1.3	-3
43	S=C1N(c2ccccc2)CN(CCN2CCOCC2)CN1c1ccccc1	-5	0	-10	-0.6	-8
44	Cc1ccc(C(C)(C)C)c(SCC(=O)Nc2nnc(C)s2)c1	1	-3	-11	-8.3	-5
45	CCOC(=O)[C@@H]1[C@H]2COc3ccc(Br)cc3[C@H]2N2C(=O)N(c3cccc(C)c3)C(=O)[C@]12C	4	16	1	-0.4	8
46	CCOc1cccc(NC(=O)CSc2sc3c(O)cc(=O)[nH]c3c2C#N)c1	-3	0	2	-0.3	-5
47	COC(=O)c1ccc(Cl)c(-c2ccc(/C=N/NC(=O)Nc3ccccc3)o2)c1	7	-10	1	0.4	x
48	CCc1nc2ccc(C(=O)NCCCn3ccnc3)cn2c1N(CC)CCN(C)C	3	1	-4	-0.7	x

nr	DUSP3 inh	MazEF act	Rv3671c protease	TcdB GH inh	SARS 3CLpro inh
37	2	-4	2	1.4	1
38	x	1	x	0.0	x
39	-1	-9	-16	x	2
40	37	3	1	0.8	1
41	34	-6	-7	x	4
42	20	-1	x	2.7	-3
43	8	-4	-3	1.6	-6
44	6	-6	-5	1.6	4
45	x	-1	-8	-0.1	x
46	1	10	2	0.1	-5
47	15	17	-13	x	1
48	x	x	x	0.6	x

(continued)
nr	canonical_smiles	PrPC surface inh	Yp Topo-I inh	CCHF vOTU inh	BH1578 lux ind	PriA SSB inh
49	CN1CCN(S(=O)(=O)c2cc([N+](=O)[O-])ccc2N2CCCCCC2)CC1	-21	15	11	-0.3	-14
50	CC(=O)Nc1ccc(-c2cc(-c3ccc(NC(C)=O)cc3)nc(-c3ccc(NC(C)=O)cc3)n2)cc1	5	17	-29	i	-3
51	N/C(=N\OC(=O)Cc1cccs1)c1cccc([N+](=O)[O-])c1	-13	1	6	-0.1	x
52	NS(=O)(=O)c1ccc(NC(=O)CSc2nc3ccccc3nc2N2CCOCC2)cc1	2	4	7	1.2	-7
53	O=C(Nc1ccccc1F)N1CCC(NC(=O)C23CC4CC(CC(C4)C2)C3)CC1	-4	7	10	-0.2	-3
54	NS(=O)(=O)c1cccc(NC(=O)c2ccno2)c1	-4	1	-8	-0.5	2
55	COc1cc(/C=C/c2ccc3cccc(O)c3n2)ccc1O	-24	-17	6	10	-10
56	COC(=O)c1[nH]c2cccc(OC)c2c1NC(=O)CN1CC(C)OC(C)C1 (stereo unspecified)	5	-4	5	-0.3	5
57	Cc1ccc(C)c(N2CCN(C3CCCCC3NS(=O)(=O)c3ccccc3)CC2)c1 (stereo unspecified)	x	2	x	i	2
58	COc1ccc(S(=O)(=O)N2CCSCC2)cc1C(N)=O	-8	3	-11	-1.3	7
59	COc1ccc(S(=O)(=O)N2CCN(Cc3ccc4c(c3)OCO4)CC2)cc1	3	-9	7	-0.1	-1

nr	DUSP3 inh	MazEF act	Rv3671c protease	TcdB GH inh	SARS 3CLpro inh
49	10	1	-6	x	-7
50	-6	-57	-99	1.5	2
51	-13	2	-5	x	4
52	25	17	-5	5.4	-4
53	7	5	-11	2.1	-1
54	-4	-1	5	0.4	-3
55	-5	22	6	0.7	-1
56	-14	5	8	x	-5
57	16	6	0	x	8
58	11	9	-1	2.4	2
59	30	3	-5	0.1	0

In the list so far, these contain a Cl atom.
nr	canonical_smiles	PrPC surface inh	Yp Topo-I inh	CCHF vOTU inh	BH1578 lux ind	PriA SSB inh
16	Cc1ccc2nc3n(c(=O)c2c1)-c1cc(Cl)ccc1C(=O)NC3Cc1ccccc1 (stereo unspecified)	-7	x	3	x	x
18	CC(Oc1ccccc1Cl)C(=O)Nc1ccccc1C(=O)N1CCOCC1 (stereo unspecified)	-1	8	-1	i	-6
19	O=C(C1=NOC(CNc2ncc(C(F)(F)F)cc2Cl)C1)N1CCOCC1 (stereo unspecified)	-7	4	-2	-0.3	0
25	CCn1c(CC(=O)Nc2ccc(Cl)c(Cl)c2)nnc1SCc1ccc(C)cc1	2	4	-4	-0.7	-14
40	Fc1ccccc1Nc1nc(Cl)nc(Cl)n1	-5	3	-12	-2.1	-1
42	O=c1c(Cl)c(Cl)cnn1Cc1nnc(-c2ccccc2Br)o1	-10	12	1	-1.3	-3
47	COC(=O)c1ccc(Cl)c(-c2ccc(/C=N/NC(=O)Nc3ccccc3)o2)c1	7	-10	1	0.4	x

nr	DUSP3 inh	MazEF act	Rv3671c protease	TcdB GH inh	SARS 3CLpro inh
16	x	x	-6	-2.4	x
18	6	0	13	0.9	3
19	-10	6	-7	2.4	-1
25	-18	-20	-19	x	-2
40	37	3	1	0.8	1
42	20	-1	x	2.7	-3
47	15	17	-13	x	1
